Assay outcomes: PubChem, several laboratories
Arr AP2 block: blocks beta-arrestin peptide binding to AP2 adaptin; 0.31% of 340,000 active; inhibition, % at 10 µM; FITC-arrestin peptide / GST-AP2 beads, flow cytometry; AP2 beta2 appendage carries R879A mutation;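 active = inhibition above a set limit, near 3 SD of compounds lacking own fluorescence, cut at about 54% in these data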;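 note: plate controls were DMSO wells for no effect and 5 µM unlabelled arrestin peptide for full effect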
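Assay system: GST-AP2 R879A bound to glutathione beads, E. coli-expressed; Medium: PBS with 0.05% Tween 20 and 0.1% BSA; Also added: fluorescein-tagged arrestin peptide at 50 nM final; Timing: 12 min plus 1 h, RT; Measured by: flow cytometry, FL1 (488/535 nm); Evaluation: percent drop in bead-associated FITC signal.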
NSD2 HMT inh: NSD2 (human) methyltransferase inhibition | O96028 | NSD2 peptide methylation, AlphaScreen, 120 min | inhibition, % at 12.5 µM | 0.54% of 310,000 active; in the data active = inhibition above about 50%
Target sequence (O96028 whole entry, looked up): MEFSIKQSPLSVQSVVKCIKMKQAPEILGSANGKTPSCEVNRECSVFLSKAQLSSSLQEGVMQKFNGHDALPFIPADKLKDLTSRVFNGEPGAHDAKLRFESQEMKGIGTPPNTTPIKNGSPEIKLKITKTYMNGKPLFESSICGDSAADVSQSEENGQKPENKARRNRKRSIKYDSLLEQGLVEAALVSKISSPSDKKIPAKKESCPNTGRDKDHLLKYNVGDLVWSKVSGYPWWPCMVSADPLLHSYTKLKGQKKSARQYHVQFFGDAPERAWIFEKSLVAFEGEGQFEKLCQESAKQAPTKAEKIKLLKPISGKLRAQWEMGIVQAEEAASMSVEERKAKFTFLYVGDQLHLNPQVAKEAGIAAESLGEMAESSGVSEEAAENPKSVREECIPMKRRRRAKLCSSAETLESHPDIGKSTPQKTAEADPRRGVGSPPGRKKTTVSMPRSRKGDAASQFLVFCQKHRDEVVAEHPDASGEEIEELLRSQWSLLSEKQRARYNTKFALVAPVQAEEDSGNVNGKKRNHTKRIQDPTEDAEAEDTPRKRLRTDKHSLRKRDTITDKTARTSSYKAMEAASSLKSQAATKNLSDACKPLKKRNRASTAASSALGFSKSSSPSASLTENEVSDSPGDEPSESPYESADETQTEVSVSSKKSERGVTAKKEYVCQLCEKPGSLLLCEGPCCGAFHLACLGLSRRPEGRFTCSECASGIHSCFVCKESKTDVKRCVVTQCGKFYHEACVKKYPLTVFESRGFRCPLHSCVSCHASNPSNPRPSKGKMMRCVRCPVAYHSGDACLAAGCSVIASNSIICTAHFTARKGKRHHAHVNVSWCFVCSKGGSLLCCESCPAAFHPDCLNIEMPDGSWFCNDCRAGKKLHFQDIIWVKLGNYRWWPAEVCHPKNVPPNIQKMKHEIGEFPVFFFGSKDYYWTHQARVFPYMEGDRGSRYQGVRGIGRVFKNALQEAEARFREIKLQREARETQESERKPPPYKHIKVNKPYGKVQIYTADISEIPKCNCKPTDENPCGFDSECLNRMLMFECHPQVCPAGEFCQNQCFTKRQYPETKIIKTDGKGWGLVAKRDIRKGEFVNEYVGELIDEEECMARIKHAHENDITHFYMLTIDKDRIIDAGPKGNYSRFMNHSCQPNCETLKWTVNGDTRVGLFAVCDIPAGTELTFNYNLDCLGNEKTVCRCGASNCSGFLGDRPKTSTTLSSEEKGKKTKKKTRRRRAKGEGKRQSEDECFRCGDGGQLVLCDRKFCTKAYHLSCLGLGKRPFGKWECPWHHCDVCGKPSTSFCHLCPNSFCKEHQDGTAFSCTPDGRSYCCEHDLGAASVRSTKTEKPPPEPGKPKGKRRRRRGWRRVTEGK
SR-BI DiI inh: blocks mouse SR-BI lipid uptake from DiI-HDL. ldlA[mSR-BI] CHO cells, DiI-HDL uptake fluorescence, 3 h. inhibition, % at 12.5 µM. 0.96% of 320,000 active;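 active = mean replicate inhibition of at least 70% and a set share of replicates each scoring 70 or more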;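 note: 0% = median of neutral control wells and 100% = median of positive control wells; values of inactives mirror those of a sister screen read the other way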
MITF TRPM1 HTS: increases MITF-driven TRPM1 promoter luciferase signal | 0.75% of 300,000 active | SK-MEL-5 TRPM1-promoter luciferase, 24 h; % of positive control, neutral wells = 0 | activation, % at 12.5 µM;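 active = mean activation of at least 80% with every replicate also reaching 80%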;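 note: 0% = neutral control wells and 100% = parthenolide positive control wells; values of inactives mirror those of a sister screen read the other way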
PKA-R2B activ: activates the human PKA-R2B holoenzyme complex; P22694+P31323; PKA-R2B holoenzyme dissociation, Cy5-IP20 fluorescence polarization; R2B truncated from residue 108, S112A mutant; 0% DMSO only, 100% 113 µM cGMP; activation, % at 11.4 µM; 0.079% of 340,000 active;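 active = activation above a cutoff set at the mean over all compounds plus 3 SD, cut at about 18% in these data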;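 note: higher means more holoenzyme dissociation and a rise in polarization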
Mot1-301 SUMO: blocks SUMOylation pathway, rescuing yeast Mot1-301 growth. 1% of 320,000 active. growth rescue, % at 18.8 µM. AID 2716. S. cerevisiae Mot1-301 growth rescue, ATP luminescence, 38.5C; percent above DMSO median, 100 means doubled;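 active = every valid replicate shows activation above 250% relative to neutral control wells; inactive = the rest, any valid replicate at or below 250%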;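 note: OY570 slx delta 5 strain wells were the positive control but not used for scaling; some compounds called inactive have numbers as strong as hits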
DSG3 Ab inh: inhibitors of pemphigus antibody binding to human desmoglein-3 | P32926 | DSG3-coupled beads, scFv-anti-DSG3-GFP binding, flow cytometry; stronger effect = lower value | binding (percent of control), % at 10 µM | 0.48% of 310,000 active;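 active = binding more than 3 SD below its plate's average and above zero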;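 note: hits lower antibody fragment binding to DSG3; some compounds called inactive have numbers as strong as hits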
dFosB act: mouse delta FosB homodimer activation | P13346 | purified delta FosB, TAMRA-CDK5 oligo fluorescence polarization; percent of positive-control signal above neutral wells | activation, % at 25 µM | 0.99% of 340,000 active;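 active = mean activation above about 17%, with every replicate also reaching it, limit read from the data, passing the limit was not always enough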;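 note: fluorescence polarization rise as delta FosB binds a TAMRA Cdk5 AP-1 oligo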
CDK5 inh: blocks human CDK5/p35 kinase activity; Q00535+Q15078; Recombinant CDK5/p35, ADP-Glo luminescence, 60 min; inhibition, % at 10 µM; 0.01% of 330,000 active; AID 488839;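 active = highest replicate inhibition of at least 50% and at least 75% of replicates reaching 50%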;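 note: plate controls were DMSO neutral control for no effect and GW8510 at 10 µM for full effect; many of its hits are not listed in these tables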
SR-BI uptake up: enhances SR-BI lipid uptake from DiI-HDL | 0.096% of 320,000 active | CHO ldlA[mSR-BI] cells, DiI-HDL uptake fluorescence, 3 h; 100 = double the neutral-control signal | AID 504775 | activation, % at 12.5 µM;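 active = mean replicate activation of at least 60% and every replicate at or above 60%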;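 note: 0% = median plate neutral-control signal and 100% = twice that signal; values of inactives mirror those of a sister screen read the other way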
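Test system: SR-BI-overexpressing, LDLR-lacking CHO cells; Also added: labelled HDL, 10 µg/mL; Measured by: bottom-read cell fluorescence after medium removal, ex 550/em 595 nm; Timing: 3 h uptake period with compound, 37 °C; Buffer or medium: F12, 0.5% BSA, 25 mM HEPES; Doses: single compound concentration, delivered by pin transfer.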
PKA-R1A act: PKA-R1A complex activation | P00514+P68181 | PKA-R1A dissociation, Cy5-IP20 fluorescence polarization; scaled: DMSO 0%, 113 µM cGMP 100% | activation, % at 11.4 µM | 0.083% of 340,000 active | AID 504707;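 active = percent activation above the mean of all tested compounds plus 3 SD, cut at about 19% in these data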;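 note: higher means more PKAc released from R1A so a rise in polarization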
* marks the source's active call; other numbers are inactive results.

What do the screens show for `CC(C)Cn1c(N)c(C(=O)COC(=O)c2cc(F)cc(F)c2)c(=O)n(C)c1=O`?
Arr AP2 block: 21; NSD2 HMT inh: -2; SR-BI DiI inh: 52; MITF TRPM1 HTS: 3; PKA-R2B activ: -9; Mot1-301 SUMO: -2; DSG3 Ab inh: 102; dFosB act: -10; CDK5 inh: -2.0; SR-BI uptake up: -52; PKA-R1A act: -1

How did CCOC(=O)CN1C(=O)CN(c2ccc(C)c(C)c2)C1=O do in these assays?
Arr AP2 block: 38; NSD2 HMT inh: -4; SR-BI DiI inh: 4; MITF TRPM1 HTS: 7; PKA-R2B activ: -2; Mot1-301 SUMO: -9; DSG3 Ab inh: 102; dFosB act: 7; CDK5 inh: 1.8; SR-BI uptake up: -4; PKA-R1A act: 8

Results for COc1ccc(C(=O)NNC(=O)C23CC4CC(CC(C4)C2)C3)c(OC)c1 ?
Arr AP2 block: 0; NSD2 HMT inh: -3; SR-BI DiI inh: 10; MITF TRPM1 HTS: 3; PKA-R2B activ: -5; Mot1-301 SUMO: 74; DSG3 Ab inh: 111; dFosB act: -2; CDK5 inh: -0.2; SR-BI uptake up: -10; PKA-R1A act: -11

How did Cc1ccc(N2C(=O)C(F)(F)C2c2ccccc2)cc1 (centres undefined) do in these assays?
Arr AP2 block: 13; NSD2 HMT inh: 0; SR-BI DiI inh: -4; MITF TRPM1 HTS: -2; PKA-R2B activ: 2; Mot1-301 SUMO: -14; DSG3 Ab inh: 115; dFosB act: -1; CDK5 inh: -2.1; SR-BI uptake up: 4; PKA-R1A act: 4

What do the screens show for `CCOC(=O)c1ccc([N+](=O)[O-])c(CS(=O)(=O)c2ccc(Cl)cc2)c1`?
Arr AP2 block: 29; NSD2 HMT inh: -3; SR-BI DiI inh: 9; MITF TRPM1 HTS: -2; PKA-R2B activ: 11; Mot1-301 SUMO: -9; DSG3 Ab inh: 101; dFosB act: -6; CDK5 inh: 0.6; SR-BI uptake up: -9; PKA-R1A act: 4

How did NC(=O)C1CCN(C(=O)c2cc(-c3ccccc3Cl)nc3ccccc23)CC1 do in these assays?
Arr AP2 block: -2; NSD2 HMT inh: 5; SR-BI DiI inh: -21; MITF TRPM1 HTS: -15; PKA-R2B activ: 2; Mot1-301 SUMO: -1; DSG3 Ab inh: 91; dFosB act: -5; CDK5 inh: 1.6; SR-BI uptake up: 21; PKA-R1A act: -1

Results for COc1ccc(CCC(=O)Nc2ccc(S(=O)(=O)Nc3ncccn3)cc2)cc1 ?
Arr AP2 block: 3; NSD2 HMT inh: -1; SR-BI DiI inh: -14; MITF TRPM1 HTS: 8; PKA-R2B activ: -6; Mot1-301 SUMO: -12; DSG3 Ab inh: 91; dFosB act: -4; CDK5 inh: 0.6; SR-BI uptake up: 14; PKA-R1A act: -3

What do the screens show for `CCOc1ccc(N(CC(=O)NC2CCCC2)C(=O)c2ccc(C)s2)cc1`?
Arr AP2 block: 2; NSD2 HMT inh: -4; MITF TRPM1 HTS: -1; PKA-R2B activ: -1; Mot1-301 SUMO: 170; DSG3 Ab inh: 95; dFosB act: -6; CDK5 inh: -2.8; PKA-R1A act: -11

How did COc1c(O)cnn(-c2ccccc2)c1=O do in these assays?
Arr AP2 block: 9; NSD2 HMT inh: 15; SR-BI DiI inh: 5; PKA-R2B activ: 8; Mot1-301 SUMO: -1; dFosB act: -9; CDK5 inh: 0.1; SR-BI uptake up: -5; PKA-R1A act: -2

What do the screens show for `COc1ccc(OC)c(CCNC(=O)CCc2nnc3ccc(N4CCCCC4)nn23)c1`?
Arr AP2 block: -1; NSD2 HMT inh: 3; SR-BI DiI inh: 8; MITF TRPM1 HTS: 12; PKA-R2B activ: 1; Mot1-301 SUMO: -7; DSG3 Ab inh: 110; dFosB act: -1; SR-BI uptake up: -8; PKA-R1A act: -3

What do the screens show for `O=C(O)C1CCC(=O)N(C2CCCCC2)C1c1ccccc1Cl` (centres undefined)?
Arr AP2 block: 25; NSD2 HMT inh: -6; SR-BI DiI inh: 1; MITF TRPM1 HTS: -6; PKA-R2B activ: -2; Mot1-301 SUMO: -12; dFosB act: 6; CDK5 inh: -0.3; SR-BI uptake up: -1; PKA-R1A act: -10

Results for COc1ccc(CC2(CO)CCN(Cc3cccc(OC)c3OC)CC2)cc1 ?
Arr AP2 block: 7; NSD2 HMT inh: 6; SR-BI DiI inh: 3; MITF TRPM1 HTS: 5; PKA-R2B activ: -7; Mot1-301 SUMO: -3; DSG3 Ab inh: 118; dFosB act: -13; CDK5 inh: 1.3; SR-BI uptake up: -3; PKA-R1A act: -13

Results for CN1CCN(C(=O)c2ccc(N3CCCC3=O)cc2)CC1 ?
Arr AP2 block: 0; NSD2 HMT inh: -2; SR-BI DiI inh: -16; MITF TRPM1 HTS: -3; PKA-R2B activ: 4; Mot1-301 SUMO: 76; dFosB act: 1; CDK5 inh: -0.1; SR-BI uptake up: 16; PKA-R1A act: -5

What do the screens show for `CN(C)S(=O)(=O)c1cccc(NC(=O)CSc2nnnn2-c2ccccc2)c1`?
Arr AP2 block: -7; NSD2 HMT inh: -1; SR-BI DiI inh: 5; MITF TRPM1 HTS: -8; PKA-R2B activ: -14; Mot1-301 SUMO: 2; DSG3 Ab inh: 94; dFosB act: 0; CDK5 inh: 0.1; SR-BI uptake up: -5; PKA-R1A act: -9

What do the screens show for `CCOC(=O)NC1(C(F)(F)F)NC(=O)N(C2CCCCC2)C1=O` (centres undefined)?
Arr AP2 block: 4; NSD2 HMT inh: -3; SR-BI DiI inh: 8; MITF TRPM1 HTS: 2; PKA-R2B activ: -2; Mot1-301 SUMO: -9; DSG3 Ab inh: 100; dFosB act: -1; CDK5 inh: -0.5; SR-BI uptake up: -8; PKA-R1A act: -4

Results for COC(=O)c1cc(C(=O)OC)cc(-n2c(C)cc(C(=O)CC#N)c2C)c1 ?
Arr AP2 block: 1; NSD2 HMT inh: 11; SR-BI DiI inh: 76*; MITF TRPM1 HTS: 10; PKA-R2B activ: 4; Mot1-301 SUMO: 111; DSG3 Ab inh: 109; dFosB act: -8; CDK5 inh: -7.1; SR-BI uptake up: -76; PKA-R1A act: 1

Results for COc1cc(/C=N/NC(=O)CCn2cnc(-c3ccccc3)c2-c2ccccc2)ccc1O ?
NSD2 HMT inh: 4; SR-BI DiI inh: 31; MITF TRPM1 HTS: 4; PKA-R2B activ: 1; Mot1-301 SUMO: 2; DSG3 Ab inh: 108; dFosB act: 2; CDK5 inh: -0.2; SR-BI uptake up: -31; PKA-R1A act: 0

What do the screens show for `CN1CCN(C(=S)NC(=O)c2ccc(-c3ccccc3)cc2)CC1`?
Arr AP2 block: 27; NSD2 HMT inh: 5; MITF TRPM1 HTS: 11; PKA-R2B activ: -1; Mot1-301 SUMO: 718; DSG3 Ab inh: 96; dFosB act: -7; CDK5 inh: -1.1; PKA-R1A act: -4

How did CCc1ccc(CN(C)C(=O)c2cc(S(=O)(=O)N3CCOCC3)ccc2N2CCCC2)cc1 do in these assays?
Arr AP2 block: -4; NSD2 HMT inh: 3; SR-BI DiI inh: -10; MITF TRPM1 HTS: 10; PKA-R2B activ: -7; Mot1-301 SUMO: -15; DSG3 Ab inh: 103; dFosB act: -10; CDK5 inh: 1.3; SR-BI uptake up: 10; PKA-R1A act: 3

Results for COc1ccc(-n2c(=S)[nH]c3[nH]ncc3c2=O)cc1 ?
Arr AP2 block: 37; NSD2 HMT inh: -2; SR-BI DiI inh: -11; Mot1-301 SUMO: 1; DSG3 Ab inh: 85; dFosB act: -4; CDK5 inh: 1.3; SR-BI uptake up: 11

How did Cc1cc(Cl)ccc1N(CC(=O)NCc1ccccc1)S(C)(=O)=O do in these assays?
Arr AP2 block: 10; NSD2 HMT inh: -1; SR-BI DiI inh: 11; PKA-R2B activ: -7; Mot1-301 SUMO: -1; DSG3 Ab inh: 113; dFosB act: 0; CDK5 inh: -0.1; SR-BI uptake up: -11; PKA-R1A act: 2

Results for C=CCn1cc(C(C)=O)c(=O)[nH]c1=O ?
Arr AP2 block: 21; NSD2 HMT inh: -1; SR-BI DiI inh: -18; MITF TRPM1 HTS: 0; PKA-R2B activ: -6; Mot1-301 SUMO: 610*; DSG3 Ab inh: 103; dFosB act: 5; CDK5 inh: 1.1; SR-BI uptake up: 18; PKA-R1A act: -5

Results for O=C(CCCn1c(=S)[nH]c2ccsc2c1=O)Nc1ccc2c(c1)OCCO2 ?
Arr AP2 block: 11; NSD2 HMT inh: -1; SR-BI DiI inh: 14; MITF TRPM1 HTS: -25; PKA-R2B activ: 4; Mot1-301 SUMO: -7; DSG3 Ab inh: 101; dFosB act: -3; CDK5 inh: -0.8; SR-BI uptake up: -14; PKA-R1A act: -4

What do the screens show for `Cn1ccc2cc(NC(=O)Nc3cccnc3)ccc21`?
Arr AP2 block: -3; SR-BI DiI inh: 8; MITF TRPM1 HTS: 71; PKA-R2B activ: 5; Mot1-301 SUMO: -4; DSG3 Ab inh: 95; dFosB act: -3; CDK5 inh: 0.0; SR-BI uptake up: -8; PKA-R1A act: 3

How did O=C(COC(=O)c1ccc(Br)cc1)NCc1ccc(F)cc1 do in these assays?
Arr AP2 block: 2; NSD2 HMT inh: -5; SR-BI DiI inh: -6; MITF TRPM1 HTS: -2; PKA-R2B activ: -23; DSG3 Ab inh: 110; dFosB act: 20*; CDK5 inh: -1.6; SR-BI uptake up: 6; PKA-R1A act: -3

How did CCCC(=O)NCC(c1cccs1)S(=O)(=O)c1ccc(C)cc1 (centres undefined) do in these assays?
Arr AP2 block: 9; NSD2 HMT inh: 3; SR-BI DiI inh: -4; MITF TRPM1 HTS: 12; PKA-R2B activ: -12; Mot1-301 SUMO: 0; DSG3 Ab inh: 103; dFosB act: 2; SR-BI uptake up: 4; PKA-R1A act: -4

How did COc1cccc(/C=N/NC(=O)CN(C)S(=O)(=O)c2ccccc2)c1OC do in these assays?
Arr AP2 block: -12; NSD2 HMT inh: 0; SR-BI DiI inh: -3; MITF TRPM1 HTS: 42; PKA-R2B activ: -8; Mot1-301 SUMO: -6; DSG3 Ab inh: 100; dFosB act: -11; CDK5 inh: 1.1; SR-BI uptake up: 3; PKA-R1A act: 0

Outcome played no part in choosing rows; 4.7% or so of the library scored in one or more.
